A3G deaminase = APOBEC3G (human) deaminase inhibition | actives 0.28% (n = 330,000) | recombinant A3G, ssDNA deamination FAM/TAMRA fluorescence | inhibition, % at 20 µM | Q9HC16 | AID 493012;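 active = inhibition of at least 40% at 20 µM, with no more than 30% in the related APOBEC3A deaminase screen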;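 also: plate controls were DMSO wells with A3G for no effect and wells lacking A3G enzyme for full effect; some compounds called inactive have numbers as strong as hits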
Target sequence (Q9HC16 whole entry, looked up): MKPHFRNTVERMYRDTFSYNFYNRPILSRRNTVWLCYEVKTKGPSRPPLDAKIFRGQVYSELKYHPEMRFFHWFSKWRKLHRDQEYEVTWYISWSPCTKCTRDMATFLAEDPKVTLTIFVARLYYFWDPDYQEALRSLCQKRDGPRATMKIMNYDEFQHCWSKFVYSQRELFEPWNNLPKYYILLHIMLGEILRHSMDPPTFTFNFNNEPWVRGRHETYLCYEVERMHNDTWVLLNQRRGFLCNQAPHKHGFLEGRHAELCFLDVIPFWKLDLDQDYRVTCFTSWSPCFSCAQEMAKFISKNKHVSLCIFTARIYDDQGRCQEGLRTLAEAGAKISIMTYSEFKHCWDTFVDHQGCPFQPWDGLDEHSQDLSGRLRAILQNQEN
SENP7 inh = blocks the human protease SENP7; Q9BQF6; recombinant SENP7, Z-RLRGG-aminoluciferin luminescence, 40 min; inhibition, % at 5 µM; actives 1.5% (n = 330,000);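 active = inhibition above about 50% at the single test dose, limit read from the data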;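 also: plate controls were DMSO with enzyme for no effect and no enzyme buffer wells for full effect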
SENP1 inh = blocks the human SENP1 SUMO protease catalytic domain | Q9P0U3 | recombinant SENP1 catalytic domain, CyPet-SUMO1-YPet FRET cleavage | inhibition, % at 10 µM | actives 0.21% (n = 360,000) | AID 624204;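 active = inhibition at least 30% at 10 µM, raw YFP signal under a set limit, fluorescence ratio 0.5 to 1.5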;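 also: 0% = enzyme with DMSO and 100% = no enzyme wells; some results filed as inactive read as strong as hits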
Target sequence (Q9P0U3 419-644 limits assumed): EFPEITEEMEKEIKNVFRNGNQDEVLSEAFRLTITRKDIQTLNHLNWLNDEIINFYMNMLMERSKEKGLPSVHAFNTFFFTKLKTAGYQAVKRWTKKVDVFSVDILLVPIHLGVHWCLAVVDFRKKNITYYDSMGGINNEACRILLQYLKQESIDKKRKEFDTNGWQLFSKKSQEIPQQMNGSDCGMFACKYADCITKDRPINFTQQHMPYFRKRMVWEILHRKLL
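Test system: human SENP1 catalytic domain; medium: Tris pH 8 buffer plus EDTA, NaCl, BME, BSA, NP40, catalase; incubation: 50 min reaction at room temperature; technique: FRET, CFP and YFP emission; controls: no-enzyme low control and enzyme-plus-DMSO high control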
SENP8 block-1 = inhibitors of human SENP8 protease | purified SENP8, Z-RLRGG-aminoluciferin cleavage, luminescence | inhibition, % at 10 µM | actives 1.2% (n = 330,000) | AID 2540; in the data active = inhibition above about 50%
Target sequence (Q96LD8 whole entry, looked up): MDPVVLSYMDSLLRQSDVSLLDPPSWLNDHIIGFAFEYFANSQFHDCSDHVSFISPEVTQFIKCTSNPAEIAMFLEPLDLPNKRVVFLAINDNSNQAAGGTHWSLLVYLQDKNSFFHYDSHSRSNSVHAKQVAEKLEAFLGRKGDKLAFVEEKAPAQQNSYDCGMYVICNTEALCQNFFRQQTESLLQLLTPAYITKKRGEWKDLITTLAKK
Apaf-1 inh = blocks human Apaf-1 apoptosome activity. reconstituted apoptosome caspase-3 activity, DEVD-Rh110 fluorescence. actives 0.71% (n = 330,000). O14727. inhibition, % at 20 µM; active = inhibition of at least 40% at 20 µM;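 also: plate controls were DMSO wells for no effect and DEVD-CHO caspase inhibitor wells for full effect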
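detection = Rh110 fluorescence intensity | test system = biochemical Apaf-1 apoptosome reconstitution | also added = cytochrome c and DEVD-Rh110 substrate | schedule = 30 min plus 50 min, RT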
SENP8 block-2 = inhibitors of human SENP8 protease; AID 602440; Q96LD8; recombinant SENP8, Nedd8 substrate fluorescence; inhibition, % at 20 µM; actives 0.64% (n = 360,000); in the data active = inhibition mostly above about 40%, no sharp cut-off; inactive = mostly below about 27%
SENP6 inh = blocks the human protease SENP6; Recombinant SENP6 catalytic domain, aminoluciferin luminescence; inhibition, % at 10 µM; actives 1.8% (n = 330,000); AID 2599;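 active = inhibition above about 50% at the single tested dose, limit read from the data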;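 also: plate controls were DMSO wells with enzyme for no effect and DMSO wells lacking enzyme for full effect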
UBC13 polyUb = blocks human UBC13 polyubiquitin chain formation. TR-FRET. AID 485273. inhibition, % at 20 µM. actives 0.47% (n = 330,000). P61088; in the data active = inhibition above about 45%, passing the limit was not always enough; inconclusive = no clear call, values can overlap the other calls
Target sequence (P61088 whole entry, looked up): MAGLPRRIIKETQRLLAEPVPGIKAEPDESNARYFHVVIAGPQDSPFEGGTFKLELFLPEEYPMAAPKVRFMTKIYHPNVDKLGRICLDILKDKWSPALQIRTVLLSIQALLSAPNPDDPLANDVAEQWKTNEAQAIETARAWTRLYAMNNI
The depositor's hits bear a star; ? = inconclusive; nt = not tested or not shown.

SMILES | A3G deaminase | SENP7 inh | SENP1 inh | SENP8 block-1 | Apaf-1 inh | SENP8 block-2 | SENP6 inh | UBC13 polyUb
O=C(CCSc1ccccc1)N1CCOCC1 | -1 | 6 | 1 | -13 | -3 | 14 | -7 | 2
COc1c(F)c(F)c(C(=O)O)c(Nc2ccc(C)cc2C)c1F | -5 | 2 | 1 | -4 | 5 | 0 | -13 | -9
Cc1ccc(S(=O)(=O)N2CCCCC2)cc1NC(=O)CNc1ccc(C(F)(F)F)cc1 | -5 | -4 | 1 | 0 | 23 | 6 | 3 | -6
Nc1nc(SCC(=O)C23CC4CC(CC(C4)C2)C3)n[nH]1 | 0 | 9 | 0 | 5 | 4 | 25 | 16 | 2
CC1CCCCC1NC(=O)CCN1C(=O)C2C3C=CC(C3)C2C1=O (stereo unspecified) | -4 | 4 | 1 | 7 | 0 | 8 | 13 | -1
O=C(O)C1CCC(CN(Cc2cccc(Br)c2)C(=S)Nc2ccccc2F)CC1 (stereo unspecified) | -4 | 3 | 1 | 6 | -5 | 9 | 11 | -8
COc1ccc(Cc2nnc(NC(=O)c3ccccc3[N+](=O)[O-])s2)cc1 | -5 | 1 | -2 | 0 | -8 | 22 | -4 | 2
CCOC(=O)c1ccc(OS(=O)(=O)c2ccccc2)c(OC)c1 | -7 | -5 | 0 | -17 | 6 | 17 | -9 | -6
CON(C)C(=O)CC1(CN(Cc2ccccc2)C(=O)OC(C)(C)C)CCCCC1 | -5 | 1 | -2 | -3 | 24 | -26 | -9 | 5
COC(=O)C1=C(C)NC(C)=C(C(=O)O[C@@H]2CCCN(Cc3ccccc3)C2)[C@@H]1c1cccc([N+](=O)[O-])c1 | -3 | -3 | 1 | 2 | 27 | 15 | -5 | 19
O=C(NCc1ccc2c(c1)OCO2)C(=O)NCC1CCCO1 (stereo unspecified) | 1 | -7 | 4 | 3 | 2 | 4 | -16 | 2
NCCCC[C@H]1CN=C(N)N1CC1CCCCC1 | -4 | -5 | -1 | -3 | 4 | 5 | -19 | 2

Continued; the last four above are carried over.
SMILES | A3G deaminase | SENP7 inh | SENP1 inh | SENP8 block-1 | Apaf-1 inh | SENP8 block-2 | SENP6 inh | UBC13 polyUb
CON(C)C(=O)CC1(CN(Cc2ccccc2)C(=O)OC(C)(C)C)CCCCC1 | -5 | 1 | -2 | -3 | 24 | -26 | -9 | 5
COC(=O)C1=C(C)NC(C)=C(C(=O)O[C@@H]2CCCN(Cc3ccccc3)C2)[C@@H]1c1cccc([N+](=O)[O-])c1 | -3 | -3 | 1 | 2 | 27 | 15 | -5 | 19
O=C(NCc1ccc2c(c1)OCO2)C(=O)NCC1CCCO1 (stereo unspecified) | 1 | -7 | 4 | 3 | 2 | 4 | -16 | 2
NCCCC[C@H]1CN=C(N)N1CC1CCCCC1 | -4 | -5 | -1 | -3 | 4 | 5 | -19 | 2
COc1cc(C(=O)NCCc2ncccc2C)ccc1OC1CCN(C(C)=O)CC1 | -6 | 0 | -1 | 5 | -12 | 10 | 3 | 2
CCCNC(=O)NC(C(=O)OC)C12CC3CC(CC(C3)C1)C2 (stereo unspecified) | -1 | -1 | 1 | 3 | 0 | 29 | -10 | -3
CCC(=O)Nc1cc(-c2nnc(OC)c3ccccc23)ccc1N1CCOCC1 | -2 | 5 | 0 | -5 | -1 | -56 | -3 | -6
CCOc1ccc(C(=O)c2nc3c(n2O)CCCC3)cc1 | -3 | -11 | -1 | -3 | 5 | 11 | -12 | -4
O=C(Cn1cnc2ccccc21)Nc1cc(C(F)(F)F)ccc1N1CCOCC1 | -2 | -2 | 1 | 3 | 9 | 21 | 4 | 5
CC(C)OCCCNC(=O)CNC(=O)c1cccs1 | -1 | 0 | 1 | 4 | -18 | 9 | 4 | -5
CCOc1cc(C(=O)NCc2ccc(-c3nc4ccccc4o3)cc2)cc(OCC)c1OCC | -4 | -6 | -1 | -9 | -4 | 1 | -21 | -5
COc1ccccc1NC(=O)CSc1nnc(CNC(=O)c2cccs2)o1 | -7 | -8 | 2 | -5 | -9 | 16 | 5 | 4
COc1ccccc1C(=O)NCC(=O)N1CCN(C/C=C/c2ccccc2)CC1 | -7 | -3 | -2 | 11 | -5 | 0 | -15 | 29
Cc1cc(C)cc(NC(=S)N(CCCN2CCN(C)CC2)Cc2cccs2)c1 | -9 | 7 | 3 | -5 | -7 | 12 | -9 | 10
Cc1cc(C)n2nc(CCCO)nc2n1 | -10 | 1 | 0 | -1 | 4 | 8 | -2 | 11
O=C(NC1CCCc2ccccc21)c1ccccc1Cl (stereo unspecified) | -6 | 4 | -2 | -1 | 7 | 9 | -7 | 5
CN(C(=O)COC(=O)c1ccccc1C(=O)N(C)c1ccccc1)c1ccccc1 | -1 | -2 | 1 | -2 | 15 | 15 | -5 | -1
Cc1cccc(Nc2ncnc(N)c2[N+](=O)[O-])n1 | 0 | 12 | 3 | -5 | 2 | 6 | -11 | -5
Cn1ncc2c(NCc3cccc(C(F)(F)F)c3)c(C(=O)O)cnc21 | -4 | 3 | nt | 2 | 7 | nt | 3 | 4
O=C1CC(N2CCSCC2)C(=O)N1c1ccc(F)cc1 (stereo unspecified) | -5 | 0 | 4 | 9 | -33 | 15 | -11 | 4
O=c1oc2c(CN3CCCCC3)c(O)ccc2c2c1CCCCC2 | 3 | 12 | -85 | 8 | 11 | -296 | -4 | 19
O=C(CSc1nnc(-c2cccnc2)o1)Nc1cccc(Cl)c1 | -3 | -4 | 2 | 1 | -2 | 11 | 0 | 1
C[C@H]1CN([C@@H](C)CO)C(=O)Cc2cc(NS(=O)(=O)c3ccc(Cl)cc3)ccc2O[C@@H]1CN(C)C(=O)Nc1cccc2ccccc12 | 1 | 17 | -3 | 2 | 26 | -193 | -2 | 0
O=C(c1ccc(S(=O)(=O)N2CCOCC2)cc1)N1CCCc2ccccc21 | -3 | -3 | 3 | 5 | 2 | 12 | -1 | -5
Cc1nc2scc(C)n2c(=O)c1S(=O)(=O)NCCc1ccccc1 | -6 | -6 | -1 | 6 | -7 | -368 | 1 | 7
Cc1cc(C)cc(N2C(=O)CC(n3nc(C)cc3C)C2=O)c1 (stereo unspecified) | -2 | 0 | -4 | 8 | -10 | 4 | 6 | 10
CCCCCCCCn1cnc2c(N)c(C)c(C)cc21 | -4 | -1 | 4 | 0 | 8 | 15 | -5 | 7
COc1ccc(CN(C)CC(=O)NC(=O)NCc2ccccc2)cc1OC | -6 | -2 | 2 | 1 | -3 | 27 | 5 | 7

Reprinted from the part before: two entries, followed by the next part.
SMILES | A3G deaminase | SENP7 inh | SENP1 inh | SENP8 block-1 | Apaf-1 inh | SENP8 block-2 | SENP6 inh | UBC13 polyUb
CCCCCCCCn1cnc2c(N)c(C)c(C)cc21 | -4 | -1 | 4 | 0 | 8 | 15 | -5 | 7
COc1ccc(CN(C)CC(=O)NC(=O)NCc2ccccc2)cc1OC | -6 | -2 | 2 | 1 | -3 | 27 | 5 | 7
CC(=O)c1ccc(OCc2cc(C(=O)N3CCN(c4ccccc4)CC3C)no2)cc1 (stereo unspecified) | -5 | 2 | -6 | -10 | 13 | 5 | 18 | 4
CC(=O)c1c(Nc2cccc(F)c2)oc(C)cc1=O | -4 | -5 | -1 | -9 | 2 | 17 | -18 | -3
O=C(NC1CCS(=O)(=O)C1)/C(=C\c1ccc(F)cc1)NC(=O)c1ccccc1 (stereo unspecified) | -6 | 2 | 2 | -3 | 0 | 6 | -10 | 4
COc1cc(/C=N/NC(=O)c2ccncc2)ccc1OC(=O)c1ccccc1Cl | -5 | -1 | 2 | -4 | 4 | 4 | -19 | 2
CCN(C[C@H]1N[C@@](C)(C(=O)OC)[C@H]2C(=O)N(Cc3ccccc3)C(=O)[C@@H]12)S(=O)(=O)c1ccc(C)cc1 | -6 | 5 | 2 | 1 | 1 | 10 | 8 | -3
COc1cc(OC)cc(C(=O)NCCOC23CC4CC(CC(C4)C2)C3)c1 | -3 | 8 | 0 | -16 | 11 | 13 | 7 | -6
Cc1ccc(-c2csc3ncn(CC#N)c(=O)c23)cc1 | -1 | 2 | -17 | 5 | 1 | -10 | -12 | 1
CN1CCN(CCCNC(=O)C2CC(=O)N(C3CCCCC3)C2)CC1 (stereo unspecified) | -6 | 3 | 1 | 1 | 4 | 24 | -7 | 16
CC(Sc1ccc2c(c1)OCCO2)C(=O)Nc1ccc2c(c1)OCO2 (stereo unspecified) | 4 | 9 | -1 | 7 | 7 | 12 | 12 | 7
CCc1cccc(C)c1NC(=O)c1cccnc1 | -3 | -3 | 0 | -3 | -10 | 16 | -4 | -3
O=C(N/N=C/c1cccnc1)c1cc(-c2cccs2)nc2ccccc12 | -2 | -3 | 0 | -1 | 3 | -399 | 1 | 10
O=C1CCCC(O)=C1N=Nc1ccc(Cl)c(Cl)c1 | -5 | -2 | 2 | -6 | 3 | 30 | -27 | -3

Copied from the list.
SENP1 inh with `COc1ccccc1NC(=O)CSc1nnc(CNC(=O)c2cccs2)o1` : 2
Apaf-1 inh with `O=C1CC(N2CCSCC2)C(=O)N1c1ccc(F)cc1` (stereo unspecified) : -33

Next structures.
SMILES | A3G deaminase | SENP7 inh | SENP1 inh | SENP8 block-1 | Apaf-1 inh | SENP8 block-2 | SENP6 inh | UBC13 polyUb
COc1ccc(CCNc2cc(C)nc3c(-c4ccccc4)cnn23)cc1OC | 0 | 5 | -1 | 6 | 10 | -404 | 9 | 8
Cc1cc(C)cc(N(C(=O)CNC(=O)c2ccco2)C(C(=O)NC2CCCC2)c2ccncc2)c1 (stereo unspecified) | -2 | 6 | 1 | 3 | 2 | 6 | 15 | 3
COC(=O)CCN(C)CCC(=O)OC | -7 | 2 | 2 | 7 | -19 | 26 | -1 | 3
CCc1nnc(NS(=O)(=O)c2ccc(NC(=O)c3cccc(Cl)c3)cc2)s1 | -4 | -8 | 2 | -1 | -3 | 8 | -3 | -13
C[C@H](NC(=O)OC(C)(C)C)c1nnc(SCC(=O)Nc2cccc(Cl)c2)o1 | -7 | -7 | -3 | -9 | 1 | 16 | -4 | 4
COC(=O)c1[nH]c(=O)c2ccccc2c1O | -3 | 17 | 1 | 52* | 91* | 41* | 64* | -5
Cn1c(N2CCOCC2)c(C#N)c2ccccc21 | -9 | -2 | -1 | 6 | -1 | 13 | -8 | 4
CCOc1ccc(NC(=O)CN(C)C(=O)CC2CC3CCC2C3)cc1OCC (stereo unspecified) | -4 | 15 | 1 | -6 | 32 | 4 | -11 | 4
COc1ccc(NC(=O)c2cccnc2)cc1OCC(C)C | -1 | 9 | -2 | -6 | -3 | 6 | 2 | -10
CCOc1ccc(C(=O)Nc2nc3ccccc3[nH]2)cc1OCC | -8 | 3 | 1 | 2 | 0 | -18 | -14 | 4
CC(=O)c1ccc(OCC(=O)OCC(=O)NCc2ccco2)cc1 | -5 | -9 | 4 | -17 | 4 | 13 | 0 | ?
Cc1ccc(NC(=O)Cn2c(C)csc2=O)cc1 | -3 | -1 | 1 | 8 | 3 | -3 | 0 | 4

Among those listed so far, 3 contain an NH in an aromatic ring.
SMILES | A3G deaminase | SENP7 inh | SENP1 inh | SENP8 block-1 | Apaf-1 inh | SENP8 block-2 | SENP6 inh | UBC13 polyUb
Nc1nc(SCC(=O)C23CC4CC(CC(C4)C2)C3)n[nH]1 | 0 | 9 | 0 | 5 | 4 | 25 | 16 | 2
COC(=O)c1[nH]c(=O)c2ccccc2c1O | -3 | 17 | 1 | 52* | 91* | 41* | 64* | -5
CCOc1ccc(C(=O)Nc2nc3ccccc3[nH]2)cc1OCC | -8 | 3 | 1 | 2 | 0 | -18 | -14 | 4

Hits appear at their usual frequency (roughly 3.6% active in at least one column).
